DT40 TDP1 no CPT: qHTS for Inhibitors of human tyrosyl-DNA phosphodiesterase 1 (TDP1): qHTS in cells in absence of CPT | actives 15% (n = 420,000) | Potency, µM (titrated, usually from 46.2 µM), for inactives: top-dose activity change, negative = growth inhibition, actives largely listed as inhibitors | DT40 Tdp1-/- hTDP1 cells, no CPT, ATP luminescence, 48 h; note: nearly all actives have a fitted effect of over 55% in size
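Compound effects on proliferation are scored in DT40 Tdp1-/-;hTDP1 cells in the absence of CPT. ATP levels (CellTiter-Glo luminescence) are recorded after a ≥48 hr, 37 °C incubation.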
DT40 TDP1 CPT: qHTS for Inhibitors of human tyrosyl-DNA phosphodiesterase 1 (TDP1): qHTS in cells in presence of CPT. chicken DT40 Tdp1-/-;hTDP1 cells + 20 nM CPT, ATP luminescence, 48 h. Potency, µM (doses to about 46.2 µM), without a hit: at the top dose activity change, negative = growth inhibition, hits mostly inhibitors. actives 12% (n = 420,000); note: nearly all actives have a fitted effect of over 55% in size
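Cell growth measured by CellTiter-Glo luminescence after a minimum 48 h, 37 C compound exposure with 20 nM CPT in Tdp1-knockout DT40 cells stably expressing hTDP1, seeded 400/well; qHTS titration format.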
GCN5L2 inh: qHTS Assay for Inhibitors of GCN5L2. Histone acetyltransferase KAT2A (Homo sapiens), Q92830. GCN5L2 HAT assay, ThioGlo1 CoA-SH fluorescence. Potency, µM (doses to about 58.9 µM), inactives show top-dose activity change, negative = inhibition, most hits filed as inhibitors. actives 0.21% (n = 390,000)
Target sequence (Q92830 whole entry, looked up): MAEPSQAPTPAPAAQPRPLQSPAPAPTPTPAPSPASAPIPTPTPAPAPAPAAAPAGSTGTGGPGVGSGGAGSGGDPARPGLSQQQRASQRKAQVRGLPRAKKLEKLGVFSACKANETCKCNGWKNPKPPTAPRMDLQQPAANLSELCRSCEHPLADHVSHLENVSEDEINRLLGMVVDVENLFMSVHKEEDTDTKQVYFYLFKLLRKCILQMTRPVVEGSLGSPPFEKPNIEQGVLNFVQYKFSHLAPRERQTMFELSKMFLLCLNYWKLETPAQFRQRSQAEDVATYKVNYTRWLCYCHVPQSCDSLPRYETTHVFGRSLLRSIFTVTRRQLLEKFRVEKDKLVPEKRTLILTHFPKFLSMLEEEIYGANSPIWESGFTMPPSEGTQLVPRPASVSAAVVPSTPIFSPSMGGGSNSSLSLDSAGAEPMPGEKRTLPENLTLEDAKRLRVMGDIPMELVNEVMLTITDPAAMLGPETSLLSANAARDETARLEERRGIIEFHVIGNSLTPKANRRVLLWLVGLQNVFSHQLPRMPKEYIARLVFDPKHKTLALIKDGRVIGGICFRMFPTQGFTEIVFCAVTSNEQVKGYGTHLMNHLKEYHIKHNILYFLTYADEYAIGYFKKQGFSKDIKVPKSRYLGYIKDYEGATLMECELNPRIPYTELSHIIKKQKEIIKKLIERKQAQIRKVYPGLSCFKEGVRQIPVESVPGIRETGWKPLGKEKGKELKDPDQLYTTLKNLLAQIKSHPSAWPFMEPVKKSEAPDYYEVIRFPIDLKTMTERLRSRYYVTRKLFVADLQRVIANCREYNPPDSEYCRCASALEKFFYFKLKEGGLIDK
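Enzyme at 20nM final was mixed with library compounds for 15 min at room temperature. Peptide H3(1-25) at 75uM, acetyl-CoA at 70uM and ThioGlo1 at 50uM were then added. Plates were read immediately and after 20 min (Ex340nm/Em540nm).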
An asterisk follows results filed as active; ? = inconclusive; · = no result given; & = joins results of further samples; [ ] = remark or other dose. Calls come from the whole dose curve; as a rule, active = well fitted curve in the direction sought with a large enough effect; inconclusive = small, poorly fitted or top-dose-only effect, or another doubt; inactive = no such curve, though single readings can be large; an effect the other way counts as inactive or inconclusive. % is set by controls: 0 for no effect and ±100 for the full control effect; potency is the fitted concentration of half-maximal effect.

Each structure is followed by: DT40 TDP1 no CPT, DT40 TDP1 CPT, GCN5L2 inh
1	S=c1[nH]nc(-c2ccccc2)n1/N=C/c1c[nH]c2ccccc12
    6.51µM*, -3.8%, 26.3%
2	CCOC(=O)N1CCN(C(=O)CN(CC)S(=O)(=O)c2cc(C)ccc2OC)CC1
    13.5%, -20.5%, -6.7%
3	COc1ccc(-c2nc(=S)[nH][nH]2)cc1
    -21.4%, -26.4%, ?
4	O=c1cc(CN2CCN(c3ccc(O)cc3)CC2)nc2scc(-c3ccccc3)n12
    ?, -24.9%, -12.5%
5	CCOC(=O)C1CCCN(C(=O)c2cccc(NC(=O)c3nsc4ccccc34)c2)C1 (centres undefined)
    20.6µM*, 20.6µM*, -3.1%
6	CSc1ccc(Cl)c(C(=O)N2CCN(c3ncccn3)CC2)c1
    10.7%, 0.9%, 1.1%
7	CNc1n[nH]c(=S)s1
    -9.7%, 4.6%, ?
8	CCC(c1nnc(SCC(=O)N2CC(=O)Nc3ccccc32)n1Cc1ccccc1)N(C)C (centres undefined)
    3.4%, 8.0%, -0.2%
9	CC1CCN(C2=NC(=O)/C(=C/c3cn(-c4ccccc4)nc3-c3cccc(S(=O)(=O)N(C)C)c3)S2)CC1
    6.51µM*, 7.31µM*, -14.6%
10	CN(C)C(CNC(=O)CCc1nc2ccccc2s1)c1ccccc1 (centres undefined)
    4.9%, 4.1%, -4.9%

More entries follow.
Each structure is followed by: DT40 TDP1 no CPT, DT40 TDP1 CPT, GCN5L2 inh
11	COc1ccc(-c2nc3sc(CCNS(=O)(=O)c4ccccc4)c(C)n3n2)cc1
    -20.0%, 16.8%, -6.1%
12	Cc1cccc(OCc2nnc(SCC(=O)N3c4ccccc4CC3C)n2C)c1C (centres undefined)
    ?, ?, -3.2%
13	Cc1noc(C)c1CSc1nnc(-c2ccccc2)o1
    -24.1%, 5.4%, -13.9%
14	CCCC(=O)Nc1nnc(S(=O)(=O)N2CCCC2)s1
    -19.4%, -11.6%, 2.5%
15	C=CCNC(=S)N1CCN(CCN=CC2=C(O)CC(c3ccc(Cl)cc3)CC2=O)CC1 (centres undefined)
    -9.4%, 12.1%, 1.1%
16	CCc1cccc(CC)c1NC(=O)CN1CCN(c2ccccc2)CC1
    ?, ?, -6.5%
17	O=C(O)C(C=C(Cl)Cl)N1CCOCC1 (centres undefined)
    -6.8%, -2.3%, ·
18	Cc1cc[n+](CCC(=O)O)c2ccccc12
    0.7%, -5.3%, 1.1%
19	Cc1nc2c(-c3ccccc3)cnn2c(N2CCOCC2)c1C
    -25.6%, -14.6%, -6.7%
20	Cc1cc(N2CCOCC2)nc2ccc(NC(=O)CCC(=O)N3CCCC(C)C3)cc12 (centres undefined)
    -27.9%, -4.5%, 4.0%

The list goes on.
Each structure is followed by: DT40 TDP1 no CPT, DT40 TDP1 CPT, GCN5L2 inh
21	CCOC(=O)N1CCN(S(=O)(=O)c2ccc(Cl)cc2)CC1
    3.4%, 0.5%, -2.0%
22	O=C(/C=C/c1ccc(F)cc1)Nc1cccc(S(=O)(=O)N2CCOCC2)c1
    ?, ?, -3.9%
23	CSc1ncc(CN2CCc3c([nH]c4ccccc34)C2c2cccc(O)c2)cn1 (centres undefined)
    25.9µM*, ?, -25.1%
24	Cc1ccc(Oc2coc3cc(OC(=O)c4cccs4)ccc3c2=O)cc1
    -4.3%, -28.7%, 38.8%[activator]
25	C=CCNC(=O)c1cc2nc(C3CC3)cc(C(F)F)n2n1
    16.9%, ?, -4.7%
26	O=C(Nc1nc2c(s1)CCCC2)c1cc(-c2ccncc2)nc2ccccc12
    16.4µM*, ?, 0.8%
27	CCCCNc1c2c3c(cccc3n(C)c1=O)C(=O)c1ccccc1-2
    18.4µM*, ?, -10.9%
28	CC[C@]12c3[nH]c4cc(CCC(=O)N(C)C)ccc4c3CCN1C(=O)[C@@H](CC(=O)NCc1cccc(C(F)(F)F)c1)C[C@@H]2C(=O)N1CCN(C(=O)C2CC2)CC1
    ?, -20.4%, -3.8%
29	CCOc1cc(C(=O)CCC(=O)OCC(=O)N2c3ccccc3NC(=O)C2(C)C)ccc1O
    -10.3%, ?, 0.4%
30	COc1cccc(C(=O)CN2C(=O)C(C)(C)Oc3ccc(C(=O)N4CCCCCC4)cc32)c1
    ?, ?, -1.7%

Going on with the list:
Each structure is followed by: DT40 TDP1 no CPT, DT40 TDP1 CPT, GCN5L2 inh
31	COc1ccc(/C=C2\SC(=S)N(CCCC(=O)N3CCCCC3CCO)C2=O)cc1 (centres undefined)
    ?, ?, -22.6%
32	O=C(Cc1ccccc1)NC(NCCc1ccccc1)C(Cl)(Cl)Cl (centres undefined)
    ?, -28.9%, -6.9%
33	Clc1ccccc1OCc1nc(-c2ccccn2)no1
    ?, -19.3%, -5.1%
34	C[C@]12c3[nH]c4cc(-c5ccco5)ccc4c3CCN1C(=O)[C@@H](CC(=O)NCCc1ccccn1)C[C@@H]2C(=O)N1CCCCC1
    ?, ?, -1.8%
35	Cc1ccccc1NCC(=O)N/N=C\C=C\c1cccc([N+](=O)[O-])c1
    2.2%, -10.8%, 1.6%
36	CCOc1ccccc1Nc1nc(-c2sc(C)nc2C)cs1
    ?, ?, -11.3%
37	CC(=O)Nc1sc(C)c(C)c1C(=O)OCC(=O)N(C)c1c(N)n(Cc2ccccc2)c(=O)[nH]c1=O
    4.4%, 12.7%, 1.8%
38	CCOc1ccc(NC(=O)CSc2nnc3scc(-c4ccccc4)n23)cc1
    ?, -23.3%, -7.2%
39	CCSc1ncc(Cl)c(C(=O)Nc2cccc(Cl)c2)n1
    ?, 10.3µM*, -10.4%
40	COCCOC(=O)c1ccc(NC(=O)COc2ccc([N+](=O)[O-])cc2)cc1
    ?, -27.6%, -5.3%

Later entries.
Each structure is followed by: DT40 TDP1 no CPT, DT40 TDP1 CPT, GCN5L2 inh
41	Cn1c2ccccc2c2n[nH]c(=S)nc21
    ?, 14.2%, -6.9%
42	COC(=O)c1ccc2c(=O)n(CCN3CCOCC3)c(SCC(=O)c3ccccc3)nc2c1
    5.4%, -27.3%, -1.2%
43	CN(C)S(=O)(=O)c1ccc(C(=O)OCC(=O)c2csc(N3CCCCC3)n2)cc1
    -3.1%, -20.2%, -10.5%
44	CC(C)c1nnc(NC(=O)C2CCCCC2)s1
    1.7%, 2.8%, 0.9%
45	C=CCN1C(=O)C(CCCC)NC1=S (centres undefined)
    -8.2%, 4.8%, -3.1%
46	O=c1cc(-c2ccccc2)oc2c(O)c(O)ccc12
    ?, ?, ?
47	Cc1nnc2c(SC(C)C)nc3ccccc3n12
    ?, ?, -1.0%
48	O=C(CSc1ccc(Cl)cc1)OCC(=O)N1CCN(c2ccccc2)CC1
    -19.1%, -8.9%, 0.6%
49	CN(C)c1ccc(C(=O)NC2CCCc3ccccc32)cc1 (centres undefined)
    ?, ?, 24.9%
50	CC1(C(=O)Nc2cccc(C(F)(F)F)c2)Cc2c(-c3cccc(C(N)=O)c3)ccnc2O1 (centres undefined)
    6.51µM*, -99.6%, ·

(list continues)
Each structure is followed by: DT40 TDP1 no CPT, DT40 TDP1 CPT, GCN5L2 inh
51	CS(=O)(=O)N1CCN(c2ccccc2NC(=O)c2cccnc2Cl)CC1
    -26.7%, -6.0%, -4.1%
52	N/C(=N\OC(=O)c1cccc(Br)c1)c1ccccn1
    11.6%, ?, -4.0%
53	COc1cccc(OC)c1C(=O)NC(=S)Nc1ccc(S(=O)(=O)Nc2nccs2)cc1
    -24.5%, -0.8%, ?
54	COc1ccc(C(=O)N/C(=C\c2ccco2)C(=O)NCc2cccnc2)cc1
    -20.6%, -8.4%, -0.4%
55	CCCN=C1CC(C)(C)CC(=O)/C1=C(/O)CCCN1C(=O)c2ccccc2C1=O
    -5.4%, -11.4%, -2.1%
56	O=C(CSc1nc2ccccc2c(=O)n1CC1CCCO1)Nc1ccccc1Cl (centres undefined)
    -25.6%, 6.0%, -7.5%
57	O=C(CSCc1ccccc1Cl)NNC(=S)Nc1ccccc1
    ?, -11.1%, -7.0%
58	CC1(C)C(=O)Nc2ccccc2N1C(=O)COc1ccc(S(=O)(=O)N2CCOCC2)cc1Cl
    ?, -16.4%, -11.4%
59	CC(C)(C)N(NC(=O)Nc1ccccc1)C(=O)c1ccccc1Cl
    -25.1%, 2.2%, -11.8%
60	Cc1cc(C)c(C)c(OCCOCCNCc2ccccc2)c1
    18.4µM*, ?, -8.5%

Next section.
Each structure is followed by: DT40 TDP1 no CPT, DT40 TDP1 CPT, GCN5L2 inh
61	CC(C)=CCC12Oc3cc(O)ccc3C1(O)Oc1cc(O)c([C@H]3C=C(C)CC(c4ccc(O)cc4O)[C@H]3C(=O)c3ccc(O)cc3O)c(O)c1C2=O (some centres undefined)
    25.9µM*, ?, ·
62	O=C(O)c1ccc(-n2nncc2-c2ccco2)cc1
    -8.5%, 8.9%, -4.0%
63	OCCN1CCN(c2ncnc3c2ncn3[C@H]2CN(Cc3ccncc3)C[C@@H](CO)O2)CC1
    -12.0%, -1.8%, ·
64	CN(C(=O)c1ccc(NC(=O)Cc2ccc(NC(=O)C3CCCN(C(=O)C4CC4)C3)cc2)cc1)C1CC1 (centres undefined)
    ?, -12.3%, 1.6%
65	COc1ccc(Cl)cc1NC(=O)CN(C)C(=O)c1cc(-c2cccs2)nn1-c1ccccc1
    18.4µM*, ?, -6.9%
66	Clc1ccc(-c2nc3ncccn3c2Nc2ccc3c(c2)OCCO3)cc1
    ?, ?, -0.8%&0.8%
67	O=C(NCCN1CCCCC1)c1cc(Cl)ccc1Cl
    -2.1%, 2.6%, 1.6%
68	COc1ccc(C2c3cc(OC)c(OC)cc3CC3C(=O)OCC32)cc1OC (centres undefined)
    2.2%, 11.2%, ·
69	COc1ccc(Nc2ccccc2)c(C)c1
    -26.5%, -17.5%, 2.4%
70	COc1ccc(NC(=O)CN(C)C(=O)c2ccc(COc3ccccc3)cc2)cc1
    ?, ?, -0.7%

The listing continues.
Each structure is followed by: DT40 TDP1 no CPT, DT40 TDP1 CPT, GCN5L2 inh
71	CC1CCN(S(=O)(=O)c2ccc(NC(=S)NC(=O)c3ccc(Cl)cc3)cc2)CC1
    ?, ?, -0.7%
72	C#CCNc1c(C)c(C)nc2ncnn12
    -1.3%, -3.8%, -2.6%
73	Cc1sc2ncnc(SCC(=O)N3CCCC(C(N)=O)C3)c2c1C (centres undefined)
    7.1%, 2.2%, -2.0%
74	CCC(=O)N1c2ccc(S(=O)(=O)N(CCO)Cc3ccccc3)cc2CC1C (centres undefined)
    -19.8%, ?, -10.0%
75	O=C(CSc1nc2ccccc2c(=O)n1NC(=O)c1ccccc1)c1ccccc1
    -12.8%, -19.9%, -3.7%
76	O=C(Nc1ccc2c(c1)C(=O)NC2=O)c1cc(Cl)ccc1Cl
    4.1%, -1.0%, -1.0%

Assay outcomes (PubChem BioAssay)

Some of the compounds tested; rates above refer to the full screens.
